TDP2 absorb: TDP2 (human) inhibition, absorbance primary screen. O95551. recombinant TDP2, T5PNP hydrolysis, p-nitrophenol absorbance 415 nm. inhibition, % at 12.8 µM. 370,000 tested, 0.34% active;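 active = inhibition above the mean of all tested compounds plus 3 SD, set per campaign, cut at about 25% in these data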;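 also: 0% = DMSO with enzyme and 100% = buffer with substrate but no TDP2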
Target sequence (O95551 whole entry, looked up): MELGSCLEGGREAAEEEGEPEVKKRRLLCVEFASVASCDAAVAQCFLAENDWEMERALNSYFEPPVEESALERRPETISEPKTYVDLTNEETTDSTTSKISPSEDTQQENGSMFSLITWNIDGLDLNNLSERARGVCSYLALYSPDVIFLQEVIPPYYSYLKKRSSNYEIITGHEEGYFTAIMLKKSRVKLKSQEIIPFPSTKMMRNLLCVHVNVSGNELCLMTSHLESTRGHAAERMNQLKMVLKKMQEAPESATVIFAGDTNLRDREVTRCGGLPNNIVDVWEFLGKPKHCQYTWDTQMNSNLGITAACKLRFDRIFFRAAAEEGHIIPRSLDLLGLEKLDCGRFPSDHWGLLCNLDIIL
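Test system: human TDP2 enzyme; Input: 120 nM TDP2 per well; Buffer or medium: Mg2+-containing Tris-HCl buffer, pH 7.5; Reagent: 5 mM T5PNP; Dosing: 12.8 µM single point, 1% DMSO; Incubation: reaction 2 h, 37 °C; Detection: p-Nitrophenol epi absorbance; Read-out: % inhibition relative to enzyme-containing and enzyme-free wells; Replicates: single well per compound.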
mABHD4 FP: inhibits mouse alpha/beta hydrolase domain 4; Q8VD66; purified mABHD4, FP-Rh probe fluorescence polarization; inhibition, % at 8.92 µM; 370,000 tested, 0.54% active; AID 720543;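 active = inhibition exceeding the mean over every tested compound plus 3 SD, cut at about 30% in these data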;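 also: 0% = plate median of compound wells and 100% = S159A mutant with DMSO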
Target sequence (Q8VD66 whole entry, looked up, the tested form may be a part): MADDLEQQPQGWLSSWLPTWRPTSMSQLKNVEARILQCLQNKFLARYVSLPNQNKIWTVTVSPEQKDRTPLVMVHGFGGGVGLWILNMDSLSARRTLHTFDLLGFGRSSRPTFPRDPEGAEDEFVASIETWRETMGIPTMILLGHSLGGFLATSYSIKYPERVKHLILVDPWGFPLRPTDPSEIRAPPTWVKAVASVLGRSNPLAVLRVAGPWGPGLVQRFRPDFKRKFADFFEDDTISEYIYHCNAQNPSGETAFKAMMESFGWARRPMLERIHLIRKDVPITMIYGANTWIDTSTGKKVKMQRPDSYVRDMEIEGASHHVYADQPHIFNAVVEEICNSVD
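System: mouse ABHD4 enzyme, wild type / Medium: HEPES pH 7.0, NaCl, Pluronic buffer / Reagent: FP-Rh activity-based fluorescent probe / Control set: S159A mutant high control, sample median low control / Detection: fluorescence polarization with parallel and perpendicular emission, 525/598 nm / Schedule: 45 min + 60 min at 25 °C / Compound dosing: 8.92 µM, single dose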
PG9 Ab binder: PG9 antibody binding by small molecule. TR-FRET gp120-PG9 antibody binding. inhibition, % at 6.7 µM. 360,000 tested, 0.43% active; in the data active = inhibition above about 8.5%
HTRA1 inh: inhibitors of human serine peptidase HTRA1; 340,000 tested, 0.5% active; inhibition, % at 5.96 µM; recombinant HTRA1, FP-rhodamine activity-based probe, fluorescence polarization; Q92743; in the data active = inhibition above about 36%;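 also: 0% = enzyme with DMSO and 100% = wells lacking enzyme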
UHRF1 MBD2 ctr: human UHRF1 methylated DNA binding inhibitors. Q96T88. UHRF1 binding to methylated oligo, TR-FRET. inhibition, % at 4.4 µM. 370,000 tested, 0.75% active. AID 687016; in the data active = inhibition above about 21%;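 also: UHRF1 SRA domain binding a hemimethylated CpG hairpin DNA probe; 0% = median of test compound wells and 100% = reference inhibitor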
LEDGF integ inh: blocks HIV-1 LEDGF/p75-dependent DNA integration. inhibition, % at 3.7 µM. 370,000 tested, 0.64% active. TR-FRET IN-LEDGF/p75 DNA integration, Eu/Cy5;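 active = inhibition above the screen-wide mean plus 3 SD, cut at about 13% in these data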;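 also: signal is the Cy5 over europium emission ratio at 671 and 618 nm; 0% = plate median of compound wells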
TCR CD3 inh: human TCR-CD3 binding inhibition; TAMRA-labeled TCR probe fluorescence, biochemical; inhibition, % at 9.4 µM; 360,000 tested, 0.37% active; AID 651800; in the data active = inhibition above about 19%;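 also: recombinant mutant TCR 2C K166C tagged with TAMRA read by polarization; 0% = receptor in buffer alone and 100% = receptor with positive control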
SIAE primary: inhibitors of human sialic acid acetylesterase SIAE | Q9HAT2 | SIAE FP-Rh probe binding, fluorescence polarization | inhibition, % at 9.66 µM | 370,000 tested, 0.69% active | AID 1053197;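 active = inhibition above a cutoff: mean of compounds within the control limits plus 3 SD of those, cut at about 17% in these data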;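 also: 0% = plate median of compound wells and 100% = probe without SIAE protein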
DDE Tn7 FP inh: DD(E)-Tn7 binding inhibition, primary FP screen. inhibition, % at 8.3 µM. 370,000 tested, 0.13% active. P02675. FP displacement of FITC-Tn7 peptide from fibrin DD(E); 0% = median of compound wells per plate;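 active = inhibition above the mean of compounds falling within the control limits plus 3 SD of them, cut at about 14% in these data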;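 also: 0% = plate median of compound wells and 100% = 10 µM Aha-Tn7 peptide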
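assay system = human clot-derived fibrin DD(E) complex | quantity = Fibrin-DD(E) at 2 µM final | timing = 10 min preincubation, 3 h with tracer, room temperature | signal = fluorescence polarization | measure = percent inhibition | benchmarks = high control wells with 10 µM unlabelled Aha-Tn7 peptide (full inhibition) | replicates = singlicate testing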
PRMT1 FP inh: blocks human protein arginine methyltransferase 1; Q99873; inhibition, % at 2.79 µM; recombinant PRMT1, activity-based probe fluorescence polarization; 370,000 tested, 1.3% active;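 active = inhibition above about 21% made by adding two undisclosed values, limit read from the data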
Target sequence (Q99873 whole entry, looked up): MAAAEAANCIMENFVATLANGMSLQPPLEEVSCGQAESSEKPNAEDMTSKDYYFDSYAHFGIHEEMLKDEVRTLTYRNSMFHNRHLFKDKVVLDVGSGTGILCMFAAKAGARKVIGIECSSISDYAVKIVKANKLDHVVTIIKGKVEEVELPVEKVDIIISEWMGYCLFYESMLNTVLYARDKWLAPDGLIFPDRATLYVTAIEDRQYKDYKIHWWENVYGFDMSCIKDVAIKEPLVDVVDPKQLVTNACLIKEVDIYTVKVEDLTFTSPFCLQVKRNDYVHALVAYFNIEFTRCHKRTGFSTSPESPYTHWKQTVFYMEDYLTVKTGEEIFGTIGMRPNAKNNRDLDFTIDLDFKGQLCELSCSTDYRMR
An asterisk follows results filed as active; nt = not tested or not shown; & = joins results of further samples.

SMILES	TDP2 absorb	mABHD4 FP	PG9 Ab binder	HTRA1 inh	UHRF1 MBD2 ctr	LEDGF integ inh	TCR CD3 inh	SIAE primary	DDE Tn7 FP inh	PRMT1 FP inh
O=C(Cn1cnc2c(NCc3ccccc3)ncnc21)NCCc1cc2ccccc2[nH]1	-1	5	0.2	0	-3	-2	3	-1	5	-2
Cc1ccccc1NCC(=O)N/N=C\c1ccc([N+](=O)[O-])s1	-1	2	-3.0	8	-4	20*	22*	3	-7	0
Cc1ncn2cc(-c3ccc(Cl)cc3Cl)[nH]c(=O)c12	3	-1	-3.1	6	-1	0	-4	6	-7	-4
CC(=O)Nc1ccc(NC(=O)COC(=O)CCc2nc3ccccc3s2)cc1	-19	0	-0.2	4	-51	4	-5	0	-3	1
CC(=O)Nc1ccc(NC(=O)CS(=O)(=O)c2cn(CC(=O)N3CCC(C)CC3)c3ccccc23)cc1	-5	-6	-1.7	2	4	-7	-3	0	5	4
Cc1c(CC(=O)N2C[C@H]3C[C@@H](C2)c2cccc(=O)n2C3)c(=O)oc2cc3occ(C(C)(C)C)c3cc12	-4	-6	-1.4	-4	4	0	-2	-8	0	2
COCCn1c(=NC(C)=O)sc2cc([N+](=O)[O-])ccc21	4	-4	-0.1	-2	4	-2	0	-3	3	0
C/C(=N\Nc1nc(C)c(C)s1)c1ccc([N+](=O)[O-])cc1	-7	4	-1.2	5	-4	-4	0	0	0	0
CC1(C)Cc2ccccc2C(N/N=C/c2ccc([N+](=O)[O-])cc2)=N1	-5	1	-0.5	-15	2	-6	-9	-5	5	4
C=CCn1c(SCC(=O)c2c(N)n(CCC)c(=O)n(C)c2=O)nnc1-c1ccncc1	-16	-9	-0.9	1	8	-2	-8	-11	1	9
CC(=O)Nc1c(I)c(NC(C)=O)c(I)c(C(=O)O)c1I	-3&1	-9&-1	1.4&-1.4	0&-1	8&1	-2&-5	-1&-2	-1&7	-1&-9	7&1
CCC(=O)N1CCN(CCN=CC2=C(O)CC(c3ccc(OC)cc3)CC2=O)CC1 (centres undefined)	-3	-6	2.3	7	-2	2	0	4	-4	-4
Cc1cc(C)c(NC(=O)C2CC(=O)N(C(C)C)C2)c(C)c1 (centres undefined)	16	4	-2.0	9	0	-2	5	-1	6	2
O=c1/c(=C\c2ccc3c(c2)OCO3)sc2n1CCCN=2	-16	-3	-0.4	-10	3	-7	-3	-15	-4	6
COc1cccc(-n2c(SCC(N)=O)nnc2-c2c[nH]c3ccccc23)c1	-8	-6	-0.5	2	0	-2	-12	-11	4	11
Cc1ccc(C)c(OCC(=O)Nc2nonc2NC(=O)COc2cc(C)ccc2C)c1	3	-15	-0.1	-29	-3	5	4	-55	-7	2
CC(=O)Nc1ccc2nc(NC(=O)c3cccs3)sc2c1	3	-9	-1.3	-13	1	-1	5	-20	3	0
CCCc1nc(N)c(C#N)c(N)c1C#N	-9	4	0.3	8	-2	-2	7	0	-2	0
CC(C)C[C@@H](CN1C(N)=NC[C@@H]1C)NC(=O)CC12CC3CC(CC(C3)C1)C2	11	6	-1.4	0	-3	1	-2	2	4	-1
COc1cc(OC)cc(-c2c(-c3ccc(F)cc3)c3cc(-c4cccc5[nH]ccc45)ccc3n2C)c1	3	-4	2.8	6	-1	0	-8	13	1	-5
COCCNC(=O)CNC(=S)N(CCCN1CCOCC1)Cc1cccs1	3	3	1.0	-1	0	-4	-8	0	1	3
CN(CC(=O)Nc1cccc2ccccc12)C(=O)c1ccc(F)cc1F	6	5	0.7	7	29*	0	-4	5	4	3
CS(=O)(=O)c1nncn1-c1ccccc1	10	5	-0.2	3	1	0	2	7	-1	1
COc1cccc(C(=O)NCC(=O)N2CCC3(CC2)NCCc2[nH]cnc23)c1	-27	-9	-2.3	0	20	-1	7	-9	0	0
COc1ccc(Cl)cc1-c1cc(C(=O)NCc2cccs2)[nH]n1	5	-25	-0.2	nt	2	-5	-4	-11	3	3
Next part:
SMILES	TDP2 absorb	mABHD4 FP	PG9 Ab binder	HTRA1 inh	UHRF1 MBD2 ctr	LEDGF integ inh	TCR CD3 inh	SIAE primary	DDE Tn7 FP inh	PRMT1 FP inh
C=CCn1c(=O)c2ccc(C(=O)NCc3ccccc3)cc2n(Cc2ccc(Cl)cc2)c1=O	-2	-3	-2.7	2	-2	2	-1	0	0	-2
Cc1cc(C)c(S(=O)(=O)Nc2nnc(C(C)C)s2)c(C)c1	6	-6	0.4	3	-1	-5	0	-4	-3	1
CCOC(=O)C1CCCN(C(=O)COc2ccc(C(=O)c3ccc(F)cc3)cc2)C1 (centres undefined)	5	-7	-1.4	0	0	1	3	-2	-2	1
CCC(=O)Nc1nc(C)c(C(=O)N2CCCCC2)s1	6	0	-1.7	6	-2	-1	7	-1	-6	0
COc1ccc(C(=O)n2nc(-c3ccc(OC)cc3)nc2N)cc1	6	-2	0.9	25	1	2	10	1	-3	-2
O=C(CCNS(=O)(=O)c1ccc(Br)cc1)N1CCN(c2ccccc2O)CC1	16	4	1.1	2	-1	-3	4	16	1	3
COC(=O)c1cc(C(C)=O)c(C)[nH]c1=O	-3	-2	2.0	-7	0	-3	1	2	3	3
CC(C)=CCC(C)(C)CNC(=O)NC1CCCCC1	6	-2	0.4	-6	-1	1	2	20*	0	1
CC(C)CNC(=O)CC(c1ccccc1)c1c(O)ccc2ccccc12 (centres undefined)	-10	-11	0.1	-27	7	0	-4	4	-3	3
COCCOC1CCN(C(=O)c2cc(COc3ccc(-n4cncn4)cc3)on2)CC1	3	-2	0.9	2	-1	-3	3	0	2	-2
Nn1c(SCC(=O)N2CCc3ccccc3C2)nnc1-c1cccs1	-9	3	0.0	-4	-4	-1	2	-3	1	-4
CC(=O)Nc1ccc(S(=O)(=O)N2CCN(S(=O)(=O)c3ccc(F)c(F)c3F)CC2)cc1	-3	2	-0.2	10	0	0	-3	-17	2	6
CCN(c1ccccc1)S(=O)(=O)c1ccc(C(=O)Nc2nccs2)cc1	-7	13	-1.2	-2	4	-2	-1	0	-10	1
O=C(CN1CCOCC1)Nc1ccccc1Cl	-3	6	-1.1	1	15	1	-3	1	-7	-3
c1cnc2ccc(C(c3nnnn3C3CCCCC3)N3CCN4CCCC4C3)cc2c1 (centres undefined)	-15	-2	2.9	-3	4	4	-3	-5	3	-2
O=C(C[n+]1cc(-c2ccc(Cl)c(Cl)c2)n2c1CCC2)OCc1ccccc1	-10	-4	-0.8	1	6	-5	3	9	-1	3
O=C(CCCCCN1C(=O)c2ccccc2C1=O)Nc1ccc(F)cc1	1	2	-1.6	-4	2	-2	6	-5	-1	-3
O=C(NCCc1ccccc1)C1CCCN(c2nc3ccccc3s2)C1 (centres undefined)	8	-1	0.1	-4	2	0	2	6	7	3
COc1cc(C(=O)OCC(=O)N(C)C)cc(NC(=O)c2ccco2)c1OC	-2	-3	-0.8	4	1	-3	4	-2	-4	-5
COc1ccc(Nc2nc(C(=O)N3CCc4cc(OC)c(OC)cc4C3)cs2)cc1	15	10	0.0	3	2	-2	-5	8	-1	2
Cc1ccc(C)c(N2CCN(C(=O)c3ccc(N4CCOCC4)c([N+](=O)[O-])c3)CC2)c1	11	0	-1.5	-4	-1	-1	-3	-3	6	3
O=C(O)c1ccc(NS(=O)(=O)c2ccc3c(c2)OCCCO3)cc1	4	-5	1.5	-1	0	2	8	3	8	-1
CCn1c(/C=C/c2c(C)[nH]c3ccccc23)nc2ccccc2c1=O	0	16	-0.8	10	2	0	0	-2	-7	0
CCc1cc(C(N)=S)ccn1	2&6	-2&2	-2.5&-1.5	4&-1	0&-1	2&-3	1&-2	-8&1	-9&0	-3&1
O=S(=O)(c1ccccc1)N1CCC(c2nc3ccccc3o2)CC1	12	-4	nt	nt	-2	-4	nt	7	6	-3
Other results:
SMILES	TDP2 absorb	mABHD4 FP	PG9 Ab binder	HTRA1 inh	UHRF1 MBD2 ctr	LEDGF integ inh	TCR CD3 inh	SIAE primary	DDE Tn7 FP inh	PRMT1 FP inh
O=C(CN1CCN(S(=O)(=O)c2ccc(Cl)c(Cl)c2)CC1)N1CCCC1	4	6	0.1	10	0	-3	-6	0	1	1
CN(CC(=O)Nc1ccccc1Br)C(=O)c1ccccc1Cc1ccccc1	3	-2	0.0	-9	-2	1	4	1	4	-4
O=C(O)c1ccc(-c2cccc(Cl)c2)o1	10	-5	-1.4	-4	2	-1	2	18*	-3	-1
COP(=O)(O)C(C)NC(=O)OCc1ccccc1 (centres undefined)	-3	3	nt	nt	-1	0	nt	-4	-5	-4
COc1ccc(OC)c(CNC(=O)C2CCCN(c3ncnc4c3nc3n4CCCCC3)C2)c1 (centres undefined)	6	2	0.7	1	1	4	6	5	9	-5
Cc1n[nH]c(C)c1S(=O)(=O)N1CCc2ccccc2C1	-1	-3	-1.5	3	-1	1	9	-3	1	0
Cc1ccc(N2CN=c3s/c(=C\c4ccccn4)c(=O)n3C2)cc1	-6	-2	0.9	4	-5	0	0	2	1	-1
CCOc1ccc(N(CC(=O)N2CCC(Cc3ccccc3)CC2)S(C)(=O)=O)cc1	-3	-5	-0.8	-13	-1	-2	3	2	-4	-2
NCC(O)COc1ccc2c(c1)OCO2 (centres undefined)	2	10	-2.9	12	-1	-2	-4	9	-4	-2
O=c1[nH]c(-c2ccccc2)cn1C1CCN(Cc2ccc(-c3nc4ccc(F)cc4nc3-c3ccccc3)cc2)CC1	3	-11	1.3	nt	-1	-5	12	-20	2	-3
CNS(=O)(=O)c1cc(C(=O)OCC(=O)NC2CCCc3ccccc32)ccc1Cl (centres undefined)	6	6	1.6	4	-2	-5	-6	-4	0	1
N#Cc1c(-c2ccco2)ccn(Cc2cccc(F)c2)c1=O	-9	7	-0.9	-2	23*	5	7	-2	-4	-1
Cc1nc(C(=O)NCCC(C)C)sc1C1(C)CC(c2ccccc2)=NO1 (centres undefined)	1	-19	0.4	-35	-1	-3	1	2	4	-2
O=C1N(S(=O)(=O)c2ccccc2F)C(=O)C2(CCCC2)N1S(=O)(=O)c1ccccc1F	1	-2	-1.1	7	1	7	-1	12	-1	1
CCc1nccn1S(=O)(=O)c1cccc([N+](=O)[O-])c1	-8	-2	-1.0	10	-2	-3	7	-4	0	-2
COC(=O)c1cnc(Nc2nc(CN)cs2)nc1C(F)(F)F	6	-3	-0.1	nt	0	0	7	4	-3	1
COc1ccc(C(=O)Cc2ccccc2C(=O)O)cc1	-5	4	-2.2	4	0	3	9	-6	1	-3
